LGR2 inh: blocks bursicon-induced cAMP signaling via Drosophila LGR2 | HEK293 LGR2, CRE-luciferase, bursicon-stimulated, 4 h | inhibition, % at 9.99 µM | 0.35% of 380,000 active | AID 720647;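 active means drop in luminescence signal, shown as inhibition above about 50% in the replicate tests, limit read from the data, passing the limit was not always enough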;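 further: agonist challenge used bursicon conditioned medium at about half maximal strength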
PAX8 inh HTS: inhibitors of PAX8 transcriptional activity in RMG-I cells. 1.2% of 360,000 active. inhibition, % at 12.6 µM. RMG-I TPO-luciferase reporter, SteadyGlo, 24 h;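 active means mean replicate inhibition at least 60% with every replicate also reaching 60%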;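 further: luciferase light reporting Pax8 driven TPO promoter activity; plate controls were median of neutral control wells for no effect and mitoxantrone controls for full effect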
FN deposit inh: fibronectin deposition inhibition | AH1F fibroblasts, Alexa488-fibronectin deposition fluorescence, overnight | inhibition, % at 12.6 µM | 0.086% of 350,000 active;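 active means mean inhibition across replicates of 30% or more, regardless of how many single replicates reach that level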;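 further: positive control wells lacked labelled fibronectin entirely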
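Schedule: 1 h cell adhesion before compound, then overnight fibronectin incubation; test system: AH1F fibroblast monolayer depositing Alexa488-labelled fibronectin into matrix; quantity: 10000 AH1F cells per well; probe or stimulus: fluorescent fibronectin at 24 nM final; signal: fluorescence, ex 485 nm, em 525 nm; evaluation: percent inhibition as loss of matrix-bound fibronectin fluorescence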
S100A4 inh HTS: blocks human S100A4 binding to myosin IIA peptide. inhibition, % at 10.7 µM. 0.14% of 360,000 active. P26447. S100A4/TAMRA-MyoIIA peptide fluorescence polarization;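 active means mean inhibition of at least 70% across replicates, with every replicate also reaching that level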
Target sequence (P26447 whole entry, looked up): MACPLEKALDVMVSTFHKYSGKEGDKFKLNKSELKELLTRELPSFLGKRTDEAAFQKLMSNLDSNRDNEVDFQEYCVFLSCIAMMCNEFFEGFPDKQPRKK
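incubation = readout 5 min after mixing, signal stable up to 60 min | system = S100A4 monomer protein | buffer or medium = HEPES pH 7.2 with CaCl2, KCl, NaCl, DTT, Triton | benchmarks = neutral control DMSO, positive control TFP | also added = fluorescent myosin IIA peptide, 5 nM | compound dosing = one concentration per compound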
EWS-Fli block: inhibitors of EWS/Fli oncoprotein transcriptional activity; A673 NR0B1-luciferase reporter, viability-normalised; inhibition, % at 12.6 µM; 0.67% of 350,000 active; AID 651661;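 active means mean inhibition of at least 50% after viability correction, with every replicate also passing that limit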;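 further: firefly luciferase signal divided by Alamar Blue viability fluorescence both relative to DMSO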
PGC1a acetyl inh: lowers PGC1a acetylation signal in U2OS cells; AlphaScreen anti-acetyl-lysine; with virally co-expressed GCN5 acetyltransferase; inhibition, % at 15.6 µM; 0.17% of 350,000 active; AID 651687;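 active means every replicate shows inhibition of at least 40%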;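 further: 0% = neutral control wells and 100% = positive control wells; some results beyond the cut were filed as inactive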
ERAP1 HTS inh: blocks human ERAP1 aminopeptidase activity | Q9NZ08 | recombinant ERAP1, Leu-AMC fluorescence, 60 min | inhibition, % at 10.7 µM | 0.15% of 340,000 active | AID 652197;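 active means mean replicate inhibition of at least 30%, or all replicates individually reaching that 30% level; inactive means mean below 30% and not every replicate reaching it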;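 further: 0% = neutral control wells and 100% = L-leucinethiol positive control wells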
Target sequence (Q9NZ08 whole entry, looked up): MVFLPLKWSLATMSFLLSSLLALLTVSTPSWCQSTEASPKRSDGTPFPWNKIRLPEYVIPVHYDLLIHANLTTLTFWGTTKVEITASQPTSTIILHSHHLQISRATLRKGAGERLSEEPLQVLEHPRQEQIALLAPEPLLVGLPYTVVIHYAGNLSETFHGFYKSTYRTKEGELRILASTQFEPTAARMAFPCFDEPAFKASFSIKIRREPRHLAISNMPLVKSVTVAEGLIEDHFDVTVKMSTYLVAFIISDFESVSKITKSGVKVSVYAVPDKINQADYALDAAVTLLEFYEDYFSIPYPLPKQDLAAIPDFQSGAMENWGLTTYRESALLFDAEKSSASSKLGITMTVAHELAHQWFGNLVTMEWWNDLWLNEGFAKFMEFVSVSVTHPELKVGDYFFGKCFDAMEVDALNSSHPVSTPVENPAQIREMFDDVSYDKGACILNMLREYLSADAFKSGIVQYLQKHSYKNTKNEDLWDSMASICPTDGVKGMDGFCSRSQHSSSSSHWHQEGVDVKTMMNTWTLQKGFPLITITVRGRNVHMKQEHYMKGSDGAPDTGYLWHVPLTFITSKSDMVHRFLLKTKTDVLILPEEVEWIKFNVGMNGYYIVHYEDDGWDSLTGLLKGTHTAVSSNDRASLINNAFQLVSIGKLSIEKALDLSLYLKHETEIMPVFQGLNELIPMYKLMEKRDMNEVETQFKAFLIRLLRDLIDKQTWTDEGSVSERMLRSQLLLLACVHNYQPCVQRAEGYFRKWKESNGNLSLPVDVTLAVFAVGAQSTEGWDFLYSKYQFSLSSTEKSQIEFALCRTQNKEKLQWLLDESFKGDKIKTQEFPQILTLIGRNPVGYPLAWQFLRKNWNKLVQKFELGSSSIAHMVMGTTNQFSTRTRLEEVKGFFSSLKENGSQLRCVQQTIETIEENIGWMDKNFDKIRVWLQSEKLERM
PglD inh: blocks C. jejuni PglD acetyltransferase activity. purified PglD enzyme, DTNB colorimetric CoA detection. inhibition, % at 12.5 µM. 0.098% of 360,000 active. AID 602405; in the data active means inhibition above about 16%, passing the limit was not always enough; further: strong numbers were not always called active
* hit, by the source's call; . = no result given; & = joins results of further samples. Outcome played no part in choosing rows (roughly 2.1% active in at least one column).

cpd	Compound	PAX8 inh HTS	ERAP1 HTS inh	PGC1a acetyl inh	S100A4 inh HTS
1	Cc1nn(CC(=O)N/N=C/c2ccc(F)cc2)c(C)c1[N+](=O)[O-]	-3	-1	.	0
2	O=c1c(-c2ccc([N+](=O)[O-])cc2)coc2c(O)c(O)ccc12	-46	.	.	6
3	O=C(CCOc1ccc(F)cc1)Nc1nccs1	0	4	1	-10
4	FC(F)(F)c1cc(CCN2C(=S)NC[C@@H]2Cc2ccccc2)cc(C(F)(F)F)c1	-9	.	6	11
5	CCCCN1C(N)=NC[C@H]1Cc1ccc(O)cc1	-2	-1	.	7
6	CCOC(=O)Cc1csc(N(C)C)n1	5	1	.	2
7	CCn1c(Nc2ccccc2Cl)nc2ccccc21	-30	4	13	2
8	C[C@@H]1CN([C@H](C)CO)S(=O)(=O)c2ccc(Br)cc2O[C@H]1CN(C)Cc1ccncc1	.	-3	21	3
9	CC1(C)Cc2cccc(OCC(=O)OCC(=O)Nc3ccccc3)c2O1	-3	-1	.	1
10	O=C(c1ccncc1)N1CC(=O)N2[C@H](CO)[C@H](c3ccc(-c4ccccc4F)cc3)[C@H]2C1	2	3	-4	-21

cpd	EWS-Fli block	FN deposit inh	LGR2 inh	PglD inh
1	-4	-5	4	.
2	30	20	-22	.
3	1	0	-6	-13
4	0	-5	8	-4
5	-7	2	-14	-2
6	-3	-3	-9	.
7	-11	20	-11	.
8	4	-5	-29	2
9	9	3	3	-4
10	-6	.	-12	.

(next part)
cpd	Compound	PAX8 inh HTS	ERAP1 HTS inh	PGC1a acetyl inh	S100A4 inh HTS
11	COC(=O)C[C@H]1C[C@@H]2c3cc(NS(=O)(=O)c4ccc(OC)cc4)ccc3O[C@@H]2[C@H](CO)O1	9&-6	0	-8&-7	-4
12	Cc1cccc(-n2ccnc2SCC(=O)Nc2nnc(C)s2)c1	8	6	.	13
13	O=C(Nc1ccc2c(c1)OCO2)c1cccc(F)c1	-161	.	-1	.
14	COCCCNC(=O)CC(NS(=O)(=O)c1ccc(F)cc1)c1ccc(OC)cc1 (stereo not given)	.	-6	.	7
15	CC(C)(C)CCN1CCC(CN2CCNC(=O)C2=O)CC1	-4	.	2	-5
16	CNC(=O)C[C@@H]1CC[C@@H]2[C@@H](COc3ccc(NC(=O)Nc4cc(C)cc(C)c4)cc3C(=O)N2C)O1	-6	.	-4	.
17	C[C@H](CO)N1C[C@H](C)[C@@H](CN(C)S(=O)(=O)c2ccc(Cl)cc2)Oc2ccc(NC(=O)Nc3ccc(C(F)(F)F)cc3)cc2CC1=O	.	1	-15	-7
18	O=C(Oc1cccc(NC2=NS(=O)(=O)c3ccccc32)c1)c1ccncc1	10	-2	.	2
19	COc1cc(S(=O)(=O)N(C)Cc2ccc3c(c2)OCCO3)ccc1NC(C)=O	0	1	-10	-22
20	CCSc1ncc(Cl)c(C(=O)Nc2cc(C)ccc2C)n1	19	.	.	0

cpd	EWS-Fli block	FN deposit inh	LGR2 inh	PglD inh
11	-4&6	2&-6	7&6	-6&-11
12	6	-3	4	1
13	.	-6	.	-1
14	-2	.	-1	.
15	0	-7	-1	2
16	-7	-11	-11	.
17	2	.	5	.
18	2	-12	-2	-3
19	4	-1	0	2
20	2	3	-2	.

Next entries.
cpd	Compound	PAX8 inh HTS	ERAP1 HTS inh	PGC1a acetyl inh	S100A4 inh HTS
21	CSc1ccccc1NC(=O)c1cc(S(=O)(=O)N(C)C)ccc1N1CCCC1	6	2	3	-10
22	COc1ccc(S(=O)(=O)N2CCC(C(=O)NCCc3ccc(OC)c(OC)c3)CC2)cc1	9	-7	-24	-1
23	C[C@H](CO)N1C[C@H](C)[C@H](CN(C)C(=O)C2CCCCC2)Oc2cc(C3=CCCCC3)ccc2S1(=O)=O	.	0	13	5
24	CCOC(=O)c1ccc(N2CCN(C(=O)c3ccccc3)CC2)c(NC(=O)c2ccco2)c1	-12	1	-3	-2
25	O=C(NNC(=S)Nc1ccc(F)cc1)C1[C@H]2CCCC[C@@H]12 (stereo not given in full)	-8	-1	8	3
26	Nc1ncnc2c1ncn2[C@@H]1O[C@H](CNC(=O)[C@@H](N)Cc2ccccc2)[C@@H](O)[C@H]1O	0	-5	3	-6
27	Cc1ccsc1/C=N/N1CCN(Cc2ccccc2)CC1	-68	-3	1	3
28	COCC(=O)Nc1ccc2c(c1)OC[C@H](C)N(C(=O)c1cccnc1)C[C@H](C)[C@@H](OC)CN(C)C2=O	.	2	1	0
29	O=C(c1[nH]c(C(F)(F)F)nc1-c1ccccc1)N1CCN(c2ncccn2)CC1	1	1	1	-10
30	O=C(CCS(=O)(=O)c1ccccc1Cl)NCCC1=CCCCC1	-63	-1	.	-1

cpd	EWS-Fli block	FN deposit inh	LGR2 inh	PglD inh
21	.	.	-2	-2
22	-5	2	-8	0
23	-9	.	-7	3
24	2	9	-15	2
25	-30	-5	.	-3
26	3	2	7	1
27	-59	4	0	-1
28	-4	10	1	0
29	-1	5	12	3
30	-19	4	-22	2

(cont.)
cpd	Compound	PAX8 inh HTS	ERAP1 HTS inh	PGC1a acetyl inh	S100A4 inh HTS
31	COc1ccc(S(=O)(=O)N2CCC(C(=O)N[C@@H](C)C(=O)NCc3ccco3)CC2)cc1	7	2	30	-1
32	COc1ccc(S(=O)(=O)N2CCCCN3[C@@H](CO)[C@@H](c4ccc(C5=CCCCC5)cc4)[C@@H]3C2)cc1	49	4	-57	1
33	COc1ccc(CNC(=O)c2c[nH]c3ccccc3c2=O)cc1	-17	2	16	-4
34	Cc1cc(C)c(C(O)c2ncc(-c3cccc4ccccc34)[nH]2)c(C)c1 (stereo not given)	11	8	-7	-4
35	CC1CCCCN1C(=O)CN1C(=O)c2ccccc2S1(=O)=O (stereo not given)	-160	0	.	1
36	COc1ccc(CCNC(=O)c2cc3ccccn3n2)c(OC)c1OC	-6	-1	.	2
37	CC(C)CC1c2[nH]c3ccccc3c2CCN1C(=O)CCC(=O)N(C)C (stereo not given)	-30	0	0	-3
38	CC1(C(=O)N/N=C/c2ccc([N+](=O)[O-])o2)CC1(Br)Br (stereo not given)	9	.	.	.
39	O=C(NCCCn1ccnc1)/C(=C\c1ccc(Br)cc1)NC(=O)c1ccccc1	-2	9	-4	12
40	COc1ccc(C(C(=O)NC(C)(C)C)N(C(=O)CCC(=O)Nc2cc(C)on2)c2ccc(C)c(C)c2)cc1 (stereo not given)	4	0	4	1

cpd	EWS-Fli block	FN deposit inh	LGR2 inh	PglD inh
31	3	-12	13	-1
32	-6	.	.	1
33	-13	-1	1	14
34	7	7	3	4
35	-11	1	-1	-5
36	-1	5	.	0
37	-2	0	4	-2
38	15	-1	1	.
39	.	2	-5	0
40	8	-5	5	-2

(cont.)
cpd	Compound	PAX8 inh HTS	ERAP1 HTS inh	PGC1a acetyl inh	S100A4 inh HTS
41	C[C@@H]1CN([C@H](C)CO)C(=O)c2cc(NC(=O)CCC(F)(F)F)ccc2O[C@H]1CN(C)C(=O)Nc1ccc(F)cc1	4	-2	4	8
42	Cc1cc(C)c2nc3nc(C)cc(C)c3c(N)c2c1	-16	25	12	-12
43	OC1C2COC(O2)C2OC(c3ccccc3)OC12 (stereo not given)	.	1	3	20
44	CCC(C)(C(=O)Nc1c(C)cccc1C)N(C)C(=O)c1ccc2ccccc2n1 (stereo not given)	7	.	-3	-2
45	CSCc1nnc(NC(=O)c2ccc(S(=O)(=O)N(C)C)cc2)o1	-9	0	.	3
46	COCCNc1nc(Nc2ccccc2Cl)c2sc(-c3ccccc3)cc2n1	-4	3	.	2
47	O=C1C=C(OCc2ccccc2)CN1	-1	.	-44	.
48	C[C@@H]1CN([C@H](C)CO)C(=O)Cc2cc(NC(=O)NC3CCCCC3)ccc2O[C@H]1CN(C)C(=O)Nc1ccc(C(F)(F)F)cc1	4	-1	-5	-43
49	CCc1nc2c(OCc3ccccc3C)cccn2c1N(C)C(=O)c1ccc(C)cc1	9	6	.	-9
50	CC(C)c1nn2c(=O)cc(CSc3ccccc3NC(=O)c3ccccc3F)nc2s1	16	10	-5	3

cpd	EWS-Fli block	FN deposit inh	LGR2 inh	PglD inh
41	7	.	-6	-2
42	34	5	.	-15
43	-7	.	.	3
44	-5	4	3	-1
45	3	.	-7	.
46	9	-2	-4	-2
47	.	8	.	5
48	6	-11	29	2
49	9	-7	5	-2
50	-9	6	12	-5

Compounds shown so far containing an NH in an aromatic ring:
cpd	Compound	PAX8 inh HTS	ERAP1 HTS inh	PGC1a acetyl inh	S100A4 inh HTS
29	O=C(c1[nH]c(C(F)(F)F)nc1-c1ccccc1)N1CCN(c2ncccn2)CC1	1	1	1	-10
33	COc1ccc(CNC(=O)c2c[nH]c3ccccc3c2=O)cc1	-17	2	16	-4
34	Cc1cc(C)c(C(O)c2ncc(-c3cccc4ccccc34)[nH]2)c(C)c1 (stereo not given)	11	8	-7	-4
37	CC(C)CC1c2[nH]c3ccccc3c2CCN1C(=O)CCC(=O)N(C)C (stereo not given)	-30	0	0	-3

cpd	EWS-Fli block	FN deposit inh	LGR2 inh	PglD inh
29	-1	5	12	3
33	-13	-1	1	14
34	7	7	3	4
37	-2	0	4	-2

Continued.
cpd	Compound	PAX8 inh HTS	ERAP1 HTS inh	PGC1a acetyl inh	S100A4 inh HTS
51	CC1CCCCC12NC(=O)N(CC(=O)Nc1ccccc1-c1ccccc1)C2=O (stereo not given)	9	-3	0	1
52	CN(Cc1cccc(Cl)c1Cl)CC(O)COc1ccccc1 (stereo not given)	3	0	-1	2
53	Cc1ccc(S(=O)(=O)Nc2nc(CN3CCOCC3)nc3sc(C)c(C)c23)cc1	2	-2	7	-16
54	Cc1ccc(-c2nnc(Nc3ccc(C(=O)N(C)C)cc3)c3ccccc23)cc1S(N)(=O)=O	24	-2	-3	-3
55	CO[C@@H]1CN(C)C(=O)c2cc(NS(=O)(=O)c3ccc(Cl)cc3)ccc2OC[C@H](C)NC[C@@H]1C	0	-1	-15	1
56	COc1cc(/C=C(\C#N)C(=O)Nc2ccccc2C(=O)O)cc(Cl)c1OC	1	-17	0	-1

cpd	EWS-Fli block	FN deposit inh	LGR2 inh	PglD inh
51	-9	4	32	.
52	-2	5	-1	-5
53	20	-8	7	-2
54	10	-17	-6	-3
55	-2	5	-13	-1
56	2	16	8	.

Profiles from above.
Record of Cc1ccc(S(=O)(=O)Nc2nc(CN3CCOCC3)nc3sc(C)c(C)c23)cc1 → PAX8 inh HTS = 2; ERAP1 HTS inh = -2; PGC1a acetyl inh = 7; S100A4 inh HTS = -16; EWS-Fli block = 20; FN deposit inh = -8; LGR2 inh = 7; PglD inh = -2
Record of CN(Cc1cccc(Cl)c1Cl)CC(O)COc1ccccc1 (stereo not given) → PAX8 inh HTS = 3; ERAP1 HTS inh = 0; PGC1a acetyl inh = -1; S100A4 inh HTS = 2; EWS-Fli block = -2; FN deposit inh = 5; LGR2 inh = -1; PglD inh = -5
